SMARCA2 activ = SMARCA2 function activation, primary screen; MG213 cells, MMTV-luciferase reporter, dexamethasone, overnight; activation, % at 9.1 µM; actives 1% (n = 370,000); in the data active = activation above about 7.8%;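 also: 0% = vehicle wells and 100% = reference activator wells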
hgDAF12 agonist = hgDAF-12 agonism, primary luciferase screen | activation, % at 6.8 µM | HEK293 GAL4-hgDAF12 UAS-luciferase reporter, agonist luminescence; normalized to butyrate control | actives 1.8% (n = 370,000);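 active = activation above a cutoff set at the mean of all screened compounds plus 3 SD, cut at about 10% in these data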;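 also: 0% = DMSO wells and 100% = sodium butyrate wells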
GC-B act = GC-B (human) receptor activation; P20594; HEK293-GC-B cells, CNP EC30, cGMP TR-FRET; 0% at EC30 CNP, 100% saturating CNP; activation, % at 10 µM; actives 0.11% (n = 370,000); AID 1920062;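 active = activation at 10 µM reaching about 35% in either raw or pattern-adjusted values, limit read from the data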
DAX1 inh-1 = blocks DAX1 repression of SF-1 activated StAR promoter | inhibition, % at 6.8 µM | actives 1.1% (n = 370,000) | HEK293T StAR-luciferase reporter, SF-1/DAX-1 repression relief | AID 652010;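 active = inhibition above the mean over all tested compounds plus 3 SD, cut at about 3.6% in these data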;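 also: 0% = DAX-1 cells with DMSO and 100% = cells lacking DAX-1 with DMSO; higher inhibition means more luminescence from relief of DAX-1 repression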
GC-A act = GC-A (human) enzyme activation. P16066. HEK293 GC-A cells, cGMP TR-FRET, EC30 ANP; 0% at EC30 ANP, 100% saturating ANP. activation, % at 10 µM. actives 0.14% (n = 370,000). AID 1671463; in the data active = activation above about 40%
Target sequence (P16066 whole entry, looked up): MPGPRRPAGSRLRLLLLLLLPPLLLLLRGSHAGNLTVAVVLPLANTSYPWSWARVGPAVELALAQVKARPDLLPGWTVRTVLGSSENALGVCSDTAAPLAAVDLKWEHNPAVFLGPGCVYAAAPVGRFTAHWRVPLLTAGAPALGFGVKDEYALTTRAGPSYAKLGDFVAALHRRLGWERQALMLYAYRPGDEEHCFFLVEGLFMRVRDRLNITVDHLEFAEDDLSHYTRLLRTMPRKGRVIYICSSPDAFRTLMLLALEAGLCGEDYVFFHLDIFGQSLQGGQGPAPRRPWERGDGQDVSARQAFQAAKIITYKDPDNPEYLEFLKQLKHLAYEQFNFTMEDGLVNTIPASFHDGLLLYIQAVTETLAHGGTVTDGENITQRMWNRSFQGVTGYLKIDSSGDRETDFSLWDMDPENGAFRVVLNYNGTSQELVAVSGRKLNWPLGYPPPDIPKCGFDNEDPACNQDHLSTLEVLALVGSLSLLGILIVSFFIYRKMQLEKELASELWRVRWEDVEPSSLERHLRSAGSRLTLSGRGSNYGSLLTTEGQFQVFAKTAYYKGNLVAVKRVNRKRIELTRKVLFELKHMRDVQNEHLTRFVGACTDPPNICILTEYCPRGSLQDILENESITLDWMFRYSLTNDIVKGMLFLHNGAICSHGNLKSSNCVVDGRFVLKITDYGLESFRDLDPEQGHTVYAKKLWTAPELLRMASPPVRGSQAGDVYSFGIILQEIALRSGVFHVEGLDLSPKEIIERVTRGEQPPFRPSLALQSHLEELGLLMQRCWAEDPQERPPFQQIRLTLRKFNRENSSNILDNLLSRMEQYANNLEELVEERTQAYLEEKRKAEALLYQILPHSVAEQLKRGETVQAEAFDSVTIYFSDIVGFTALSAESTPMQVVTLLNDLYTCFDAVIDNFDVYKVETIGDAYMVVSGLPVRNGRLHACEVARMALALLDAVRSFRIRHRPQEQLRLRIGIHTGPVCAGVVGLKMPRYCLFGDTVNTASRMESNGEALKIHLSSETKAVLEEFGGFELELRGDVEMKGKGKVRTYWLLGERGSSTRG
DAX1 inh-2 = inhibitors of human orphan nuclear receptor DAX1 (NR0B1); HEK293 Gal4-DAX1 luciferase reporter, luminescence; inhibition, % at 6.75 µM; actives 0.99% (n = 340,000); AID 504766;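 active = inhibition above the mean over all tested compounds plus 3 SD, cut at about 4.2% in these data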;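 also: 0% = DAX1-transfected cells with DMSO and 100% = empty-vector control cells with DMSO; inhibition shows as a rise in luminescence from relieved DAX1 repression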
FXN GAA850 act = frataxin GAA850 promoter activation; HEK293 lucGAA850 FXN promoter luciferase reporter, 24 h; percent of 10 µM SAHA response; activation, % at 6 µM; actives 0.56% (n = 360,000);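 active = activation above the average of all compounds screened plus 3 SD, cutoff fixed separately per campaign, cut at about 7.5% in these data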;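 also: 0% = DMSO wells and 100% = 10 µM SAHA wells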
KLK7 zymogen act = proKLK7 (human) activation, primary screen. purified proKLK7, EDANS-DABCYL substrate fluorescence; 100% is mature enzyme control, 0% vehicle. activation, % at 7 µM. actives 0.9% (n = 370,000). AID 652039;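 active = activation above the mean of all tested compounds plus 3 SD, computed per campaign excluding outliers beyond control limits, cut at about 13% in these data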
hcDAF-12 act = activators of H. contortus DAF-12 nuclear receptor | HEK293 hcDAF-12 lit1-tk-luc reporter, luminescence; 0% DMSO, 100% Δ7-dafachronic acid | activation, % at 6.8 µM | actives 1.4% (n = 370,000) | AID 652067;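 active = activation above the mean of all tested compounds plus 3 SD, cut at about 5.5% in these data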;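 also: 100% = response to 3 µM Δ7-dafachronic acid high control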
ssDAF12 agonist = S. stercoralis DAF-12 activation, primary screen. AID 652126. actives 1% (n = 370,000). HEK293 ssDAF-12/GRIP1 lit1-tk-luc reporter, luminescence; % of 3 µM dafachronic acid response. activation, % at 6.8 µM;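 active = activation above the mean over all tested compounds plus 3 SD, cut at about 0.9% in these data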;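 also: 0% = DMSO-only wells and 100% = 3 µM delta7-dafachronic acid wells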
HGIII-sPLA2 inh = Inhibits HGIII-sPLA2 liposome hydrolysis, primary screen; QFRET BODIPY PC-A2 liposome hydrolysis, fluorescence; inhibition, % at 12.2 µM; actives 0.56% (n = 370,000);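 active = inhibition above mean plus 3 SD of compounds lying within the high and low control bounds, cut at about 19% in these data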;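 also: 0% = median of test compound wells and 100% = no enzyme DMSO wells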
* = called active by the depositor; · = not tested or not shown.

mol	SMARCA2 activ	hgDAF12 agonist	GC-B act	DAX1 inh-1	GC-A act	DAX1 inh-2	FXN GAA850 act	KLK7 zymogen act	hcDAF-12 act	ssDAF12 agonist	HGIII-sPLA2 inh
CCc1ccccc1Nc1nc(-c2cccnc2)cs1	0	8.2	-2	-0.1	-35	-0.7	3.3	0.6	-0.7	-1.5	-2
CCOCCCNC(=O)C(Cc1ccccc1)NC(=O)c1ccco1 (stereo not given)	3	-1.1	7	-0.5	1	3.0	-0.8	-0.4	-0.1	-1.9	-1
O=C(NCc1cccnc1)c1cc(C2CCCN(S(=O)(=O)c3cccc4cccnc34)C2)on1 (stereo not given)	0	-2.6	-4	-1.6	5	·	0.6	1.0	-0.1	-1.9	-5
CSc1ccccc1NC(=O)CN(C)C(=O)/C=C/c1ccccc1	-4	2.2	6	0.6	-1	0.4	-0.2	-0.1	-0.4	-1.5	16
CC1=C(C(=O)N2CCCCC2)C(c2cccs2)NC(=O)N1 (stereo not given)	1	-1.2	3	-0.2	0	1.2	-0.3	0.2	1.8	-0.5	0
COCc1ccc(CN2CCCC(CO)(Cc3ccccc3)C2)o1 (stereo not given)	1	-3.6	1	0.0	-2	0.0	0.7	0.2	0.2	-0.6	-2
Cc1cc2ccccn2c1C(=O)c1ccc([N+](=O)[O-])cc1[N+](=O)[O-]	-1	-1.5	-6	-0.7	-1	2.2	0.6	0.1	-1.7	-0.8	4
COc1ccc(N2CCN(C(=O)c3ccc(N4C(=O)NC5CC4(C)Oc4ccccc45)cc3)CC2)cc1 (stereo not given)	-2	-0.4	2	-0.7	-3	-0.7	-2.2	0.4	-2.2	-1.1	-5
O=C(NCCN1CCN(c2ccccc2)CC1)c1ccccc1F	0	-1.1	3	-0.3	0	1.2	2.9	-0.8	-0.6	-0.4	-3
CC(=O)Nc1ccc(NC(=O)C2C3C=CC(C3)C2C(=O)O)cc1 (stereo not given)	-2	1.6	2	0.3	-2	1.7	0.8	0.2	-1.1	-1.2	15
Cc1ccc2c(c1)nnn2C1CCN(CC(=O)c2ccc(Cl)cc2)CC1	2	0.6	5	0.1	-5	-0.6	-1.8	-0.5	0.8	-0.6	-4
COc1ccccc1NC(=O)Cn1cnc2c(oc3ccccc32)c1=O	-1	2.9	-1	3.1	2	0.7	1.2	-0.6	-0.6	-0.8	-2
O=C(Nc1nccs1)C1CCCN1S(=O)(=O)c1cccc2cccnc12 (stereo not given)	-1	-1.9	·	-0.8	·	2.6	-0.1	0.0	-0.7	-0.8	7
Cc1ccc(-c2n[nH]c3c2C(c2cccc(O)c2)N(c2ccc(C(=O)O)cc2)C3=O)cc1 (stereo not given)	-2	1.0	4	0.1	0	1.2	-0.6	0.2	-1.6	-0.7	-49
COC(=O)[C@@]12CCCCC3=C1N(CCC3)C(=O)[C@H]2CC(=O)NCc1cccs1	2	3.5	-4	0.2	-1	·	·	0.6	-1.9	-1.2	1
COc1ccc(OCc2cc(C(=O)N3CCN(CC(=O)N(C)C)CC3)no2)c(Cl)c1	-2	-0.8	-1	-0.4	0	0.9	2.3	0.7	-0.4	-0.8	-2
COc1ccc(Cc2nc3ccc(C(=O)N(C)CCCN4CCOCC4)cc3o2)cc1	-3	3.2	1	0.3	1	-0.7	0.0	0.1	0.2	-0.5	-6
c1ccc(Oc2nc(Oc3ccccc3)nc(N3CCOCC3)n2)cc1	-1	-2.6	-1	-0.1	2	1.5	4.2	0.2	0.2	-0.9	-4
CCN(CC)CC(=O)NN(Cc1ccccc1)c1ccccc1	1	0.0	-4	0.7	-4	1.0	0.8	0.5	-1.5	-2.3	-1
Cc1ccc(NC(=O)CSCC(=O)NC2CCCCC2)cc1	-3	-0.9	4	-0.1	-5	0.8	0.0	-0.2	1.4	-1.4	11
O=C(O)Cn1cnc2ccccc2c1=O	-2	0.0	-1	0.0	2	0.8	-2.9	0.0	0.4	-0.8	1
Cc1cc(SCc2ccccc2Cl)nc(=O)[nH]1	3	-0.6	-5	-0.4	-3	0.9	1.2	-0.3	0.5	-1.7	4
CCn1nc(C)c(NC(=O)/C=C/c2ccc(OC)c(COc3ccc(Cl)cc3Br)c2)c1C	2	0.6	10	0.0	3	-1.6	3.2	-0.2	-3.0	-1.8	3
Cc1ccc(C(=O)Nc2nc(C)c(C(=O)N(C)C)s2)o1	4	2.1	3	4.4*	2	1.7	4.3	-0.9	1.7	-0.7	1
C=CCNC(=O)c1onc(CSc2ccccc2C)c1C(=O)O	0	0.4	2	0.4	0	1.2	-0.6	0.9	-0.5	-1.3	6
O=C(COC(=O)c1ccccc1O)Nc1cc(S(=O)(=O)N2CCCCCC2)ccc1Cl	-3	-2.0	-8	-0.2	2	0.0	0.3	0.3	-0.5	-1.2	4
CCCCNC(=S)NNC(=O)c1nn(C)c(C)c1Cl	2	1.0	4	-0.2	1	0.6	-0.3	-0.3	-0.8	-0.8	23*
O=S1(=O)C[C@@H]2N=C(N/N=C/c3ccccc3)S[C@@H]2C1	-6	0.0	-3	-0.3	2	0.6	1.5	0.0	-1.0	-0.7	13
CC1CCCCN1C(=O)Nc1cccc(C(F)(F)F)c1 (stereo not given)	3	-1.5	-2	-0.3	1	-0.2	4.3	-0.4	0.3	-1.6	0
Cc1ccc(N2C(=O)CN(Cc3cccs3)C2=S)cc1C	-3	-1.2	-2	-0.5	2	-1.3	0.8	0.1	-0.3	-1.5	-145
COc1cccc(/C=C2\SC(=S)N(CCCC(=O)N3CCOCC3)C2=O)c1	-1	1.2	1	0.4	-1	-0.5	1.7	-0.2	-0.9	-1.5	-6
O=C(O)c1ccc(N2C(=O)C3ON(c4ccccc4)C(c4ccccc4F)C3C2=O)cc1 (stereo not given)	-1	3.8	5	0.8	1	-0.5	-0.3	-0.1	1.4	-1.1	-10
Cc1cccc(N2C(N)=NC(N)=NC23CCCCC3)c1	-2	0.3	6	0.0	-1	2.3	3.9	0.3	0.1	-1.2	3
CCCCC(CCC(=O)Nc1ccc(C(=O)OC)cc1)C(=O)O (stereo not given)	1	1.6	5	0.3	-2	0.0	-1.2	0.0	-0.6	-0.7	1
O=C(Cn1nnc(-c2ccncc2)n1)NCCc1ccccc1	1	7.7	4	0.2	2	-0.8	1.6	0.1	-2.8	-1.9	-9
S=c1[nH]nc(C2CCCCC2)n1/N=C/c1cccs1	4	2.7	5	-1.1	1	0.5	2.6	0.8	-1.5	-0.6	7
O=S(=O)(c1ccc(NC(=S)NN=C(Cc2ccccc2)Cc2ccccc2)cc1)N1CCOCC1	-5	-2.4	-1	-0.6	-5	-0.4	-0.8	-0.6	0.3	-1.9	-8
N=C(N)c1ccc(N)cc1	-2	5.1	-1	0.9	3	0.0	1.6	0.0	1.4	-1.2	1
Cc1c(NC(=O)COC(=O)c2ccc(O)cc2)c(=O)n(-c2ccccc2)n1C	1	1.0	7	0.1	-1	-0.2	0.0	-0.1	2.7	-1.0	4
CCC(=O)NNc1ncnc2c1cnn2C	-1	-4.6	0	-0.1	4	-0.4	0.5	0.0	-1.2	-2.3	-3
O=[N+]([O-])c1ccc(N=Nc2ccc(O)cc2O)cc1	-3	0.4	4	0.8	13	0.8	-0.4	-0.4	0.6	-0.6	2
CC(=O)N/N=C/c1ccccc1OCCOc1cccc(C)c1	1	0.7	-7	-0.3	-8	-0.6	1.0	-0.5	0.6	-0.7	-1
O=C(NCC(c1ccco1)N1CCCC1)c1ccc(S(=O)(=O)Nc2ccccc2Cl)cc1 (stereo not given)	-2	-0.1	3	-2.6	0	0.1	0.2	-0.2	-1.5	-1.1	-21
O=C(O)COc1ccc(F)cc1Br	-2	3.5	2	0.2	-2	0.9	-1.3	0.2	-3.1	-1.1	1
COc1ccc(CNC(=O)Cn2cnc3c(NCc4ccccc4)ncnc32)cc1	-1	-0.2	0	0.0	-1	1.3	-4.6	0.0	-0.7	-1.2	0
CCC(C)[C@H](NC(=O)NCc1cccs1)C(=O)OC (stereo not given in full)	-3	-0.4	0	0.4	0	0.0	-0.1	0.1	2.2	-1.4	0
CCOC(=O)C1CCN(C(=O)COc2ccc(Br)cc2C)CC1	-2	1.2	0	0.0	1	-0.1	0.7	0.1	-0.5	-1.2	0
Cc1ccc(N2CC(C(=O)NC(C)CCc3ccccc3)CC2=O)cc1 (stereo not given)	-2	-0.6	0	-1.7	-6	-0.1	-0.9	-0.2	-0.4	-0.6	-2
COc1ccc(NC(=O)C2CCN(c3nc(C)nc4c3CCC4)CC2)cc1	-7	-4.6	2	-2.8	1	-3.0	-0.2	0.2	-5.7	-1.9	1
COc1cc(NC(=O)Cn2cnc3c(SC)nc(N)nc32)cc(OC)c1OC	1	-1.5	0	-1.1	2	-1.1	-1.2	0.8	-1.3	-1.8	3
Cc1cccc2nc(CSc3nncn3-c3ccccc3)cn12	-1	-2.5	4	-0.1	4	0.0	-1.5	0.4	-0.4	-0.9	2
CCCS(=O)(=O)NC(=O)C1(C)CCCN(C(=O)c2ccc(C(F)(F)F)cc2)C1 (stereo not given)	-6	-3.7	1	0.4	0	·	-1.0	-0.2	1.1	-0.5	9
CN(C)S(=O)(=O)c1ccc(C(=O)Nc2ccc3nc(N4CCOCC4)sc3c2)cc1	5	0.4	-2	-0.9	0	0.9	2.5	0.3	-0.3	-1.0	-3
C/C(=N/Nc1ncc(C(F)(F)F)cc1Cl)c1ccncc1	-1	-1.3	-2	-0.4	3	·	0.1	-0.9	3.1	-1.1	-1
COc1ccc(Br)cc1C(=O)NC(=S)Nc1ccc2[nH]c(=O)[nH]c2c1	1	0.1	-6	-0.1	-1	0.5	5.0	0.9	-2.5	-0.9	3
C=CCN(c1ccccc1)S(=O)(=O)c1cccc(C(=O)Nc2cccc(C)n2)c1	-2	0.1	-5	-3.6	3	0.6	0.6	-0.3	-3.2	-2.0	1
COC(=O)c1sccc1NC(=O)CCC1CCCC1	-2	-0.9	0	0.1	1	0.8	3.4	-1.1	-0.6	-0.7	-5
O=C(CN(Cc1ccccc1)S(=O)(=O)c1ccccc1)N1CCOCC1	-1	4.0	1	0.0	1	-0.3	-1.5	0.1	0.4	-0.8	0
CS(=O)(=O)N(CC(=O)NCc1ccco1)c1cc(C(F)(F)F)ccc1Cl	0	0.3	4	-0.6	-1	-0.4	-2.1	0.3	-2.6	-1.7	-4

Record cards, from the list above. Screens in order: SMARCA2 activ	hgDAF12 agonist	GC-B act	DAX1 inh-1	GC-A act	DAX1 inh-2	FXN GAA850 act	KLK7 zymogen act	hcDAF-12 act	ssDAF12 agonist	HGIII-sPLA2 inh
Entry for Cc1ccc(N2CC(C(=O)NC(C)CCc3ccccc3)CC2=O)cc1 (stereo not given) → -2	-0.6	0	-1.7	-6	-0.1	-0.9	-0.2	-0.4	-0.6	-2
Entry for COc1cc(NC(=O)Cn2cnc3c(SC)nc(N)nc32)cc(OC)c1OC → 1	-1.5	0	-1.1	2	-1.1	-1.2	0.8	-1.3	-1.8	3

Source: PubChem BioAssay
